Bioassay records deposited in PubChem by The Scripps Research Institute Molecular Screening Center.
HTRA1 inh = HTRA1 serine protease inhibitors, primary screen, biochemical, fluorescence polarization, HTS; recombinant HTRA1, FP-rhodamine activity-based probe; inhibition, % at 5.96 µM; hit rate 0.5% among 340,000; in the data active = inhibition above about 36%;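 note: 0% = enzyme with DMSO and 100% = wells lacking enzyme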
PRMT1 inh = PRMT1 methyltransferase inhibitors, primary screen, biochemical, fluorescence polarization. inhibition, % at 2.79 µM. AID 652257, 2013. hit rate 1.3% among 370,000. recombinant PRMT1, activity-based probe fluorescence polarization;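 active = inhibition above about 21% made by adding two undisclosed values, limit read from the data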
mABHD4 FP = ABHD4 inhibitors, primary screen, biochemical, fluorescence polarization, mouse; inhibition, % at 8.92 µM; purified mABHD4, FP-Rh probe fluorescence polarization; (Lyso)-N-acylphosphatidylethanolamine lipase (Mus musculus), Q8VD66; hit rate 0.54% among 370,000;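 active = inhibition exceeding the mean over every tested compound plus 3 SD, cut at about 30% in these data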;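 note: 0% = plate median of compound wells and 100% = S159A mutant with DMSO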
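assay system = mABHD4 protein | compound dosing = single nominal dose of 8.92 µM, 0.89% DMSO final | read-out basis = percent inhibition of probe binding, normalized to plate controls | schedule = Enzyme–compound pre-incubation 45 min, then probe 60 min, both 25 °C | detection = fluorescence polarization, excitation 525 nm, emission 598 nm, BODIPY TMR filters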
UHRF1 MBD2 ctr = UHRF1 methylated DNA binding inhibitors, primary screen, counter-screen for MBD2 inhibitor project, biochemical, TR-FRET, human UHRF1, single concentration. UHRF1 binding to methylated oligo. inhibition, % at 4.4 µM. E3 ubiquitin-protein ligase UHRF1 (Homo sapiens), Q96T88. hit rate 0.75% among 370,000. AID 687016, 2013; in the data active = inhibition above about 21%;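 note: UHRF1 SRA domain binding a hemimethylated CpG hairpin DNA probe; 0% = median of test compound wells and 100% = reference inhibitor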
Tn7 DDE FP = inhibitors of Tn7 peptide binding to fibrin DD(E), primary screen, biochemical, fluorescence polarization, human fibrin, Tn7 probe. FP displacement of FITC-Tn7 peptide from fibrin DD(E); 0% = median of compound wells per plate. inhibition, % at 8.3 µM. hit rate 0.13% among 370,000;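 active = inhibition above the mean of compounds falling within the control limits plus 3 SD of them, cut at about 14% in these data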;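 note: 0% = plate median of compound wells and 100% = 10 µM Aha-Tn7 peptide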
Target sequence (P02675 whole entry, looked up): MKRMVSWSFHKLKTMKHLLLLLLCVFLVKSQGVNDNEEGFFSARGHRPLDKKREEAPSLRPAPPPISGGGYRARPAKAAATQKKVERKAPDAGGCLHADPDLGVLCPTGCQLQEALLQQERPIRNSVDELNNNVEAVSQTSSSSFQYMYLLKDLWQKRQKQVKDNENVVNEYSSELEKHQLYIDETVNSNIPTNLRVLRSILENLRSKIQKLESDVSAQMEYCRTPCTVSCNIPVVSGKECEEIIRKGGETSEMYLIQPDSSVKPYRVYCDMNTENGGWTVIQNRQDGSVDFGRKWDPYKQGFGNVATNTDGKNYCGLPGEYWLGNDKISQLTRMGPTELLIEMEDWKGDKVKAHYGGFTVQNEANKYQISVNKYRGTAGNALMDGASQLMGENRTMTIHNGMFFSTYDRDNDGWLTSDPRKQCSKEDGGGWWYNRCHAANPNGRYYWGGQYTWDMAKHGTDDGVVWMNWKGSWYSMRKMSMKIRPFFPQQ
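system = human fibrin DD(E) protein | quantity = DD(E) 2 µM final | medium = Tris/NaCl/CaCl2 buffer, pH 7.8 | also added = labelled Tn7 tracer, 0.1 µM | compound dosing = single point at 8.3 µM | timing = compound with protein 10 min, then 3 h after probe, room temperature | signal = FP measurement | benchmarks = Aha-Tn7 high control | repeats = one replicate per compound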
LEDGF integ inh = blockers of LEDGF/p75-dependent integrase strand transfer – biochemical, TR-FRET, high throughput, primary screen. TR-FRET IN-LEDGF/p75 DNA integration, Eu/Cy5. inhibition, % at 3.7 µM. AID 743269, 2014. hit rate 0.64% among 370,000. HIV-1 integrase (with human LEDGF/p75);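 active = inhibition above the screen-wide mean plus 3 SD, cut at about 13% in these data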;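 note: signal is the Cy5 over europium emission ratio at 671 and 618 nm; 0% = plate median of compound wells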
TDP2 inh = human TDP2 enzyme inhibitors, primary screen, biochemical, epi absorbance, recombinant enzyme; Tyrosyl-DNA phosphodiesterase 2 (Homo sapiens), O95551; T5PNP hydrolysis, p-nitrophenol absorbance 415 nm; inhibition, % at 12.8 µM; hit rate 0.34% among 370,000; AID 720702, 2013;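 active = inhibition above the mean of all tested compounds plus 3 SD, set per campaign, cut at about 25% in these data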;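 note: 0% = DMSO with enzyme and 100% = buffer with substrate but no TDP2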
Target sequence (O95551 whole entry, looked up): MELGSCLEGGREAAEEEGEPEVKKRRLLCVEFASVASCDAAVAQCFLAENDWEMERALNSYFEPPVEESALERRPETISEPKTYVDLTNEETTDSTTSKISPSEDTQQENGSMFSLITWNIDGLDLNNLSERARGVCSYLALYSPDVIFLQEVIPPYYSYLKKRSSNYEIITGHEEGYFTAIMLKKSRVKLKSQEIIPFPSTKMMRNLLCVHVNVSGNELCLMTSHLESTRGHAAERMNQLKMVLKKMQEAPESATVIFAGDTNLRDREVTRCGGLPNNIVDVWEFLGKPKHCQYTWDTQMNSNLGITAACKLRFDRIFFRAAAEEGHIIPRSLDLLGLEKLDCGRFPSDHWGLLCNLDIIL
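Test system: Human TDP2 enzyme | Reagent: 5 mM T5PNP | Compound dosing: 12.8 µM single point, 1% DMSO | Incubation: Enzyme reaction with compound for 2 h at 37 °C | Technique: p-Nitrophenol epi absorbance | Read-out: % inhibition relative to enzyme-containing and enzyme-free wells | Benchmarks: High control without enzyme, low control DMSO plus TDP2 | Replicates: Singlicate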
PG9 binder = binders of HIV-1 gp120 antibody PG9, primary screen, biochemical, TR-FRET | TR-FRET gp120-PG9 antibody binding | HIV-1 gp120 / PG9 antibody interaction | inhibition, % at 6.7 µM | AID 624416, 2012 | hit rate 0.43% among 360,000; in the data active = inhibition above about 8.5%
SIAE primary = human SIAE inhibitors, primary screen, biochemical, fluorescence polarization, FP-Rh probe, 1536-well HTS | SIAE FP-Rh probe binding | inhibition, % at 9.66 µM | hit rate 0.69% among 370,000 | AID 1053197, 2014;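 active = inhibition above a cutoff: mean of compounds within the control limits plus 3 SD of those, cut at about 17% in these data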;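 note: 0% = plate median of compound wells and 100% = probe without SIAE protein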
TCR-CD3 inh = inhibitors of human TCR-CD3 interaction, primary screen, biochemical, fluorescence, TAMRA-labeled TCR probe. AID 651800, 2012. inhibition, % at 9.4 µM. hit rate 0.37% among 360,000. T-cell receptor (TCR); in the data active = inhibition above about 19%;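 note: recombinant mutant TCR 2C K166C tagged with TAMRA read by polarization; 0% = receptor in buffer alone and 100% = receptor with positive control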
* hit, by the source's call; nt = no result given. Rows were taken by chance, and some 4.2% of all compounds hit somewhere here.

SMILES	HTRA1 inh	PRMT1 inh	mABHD4 FP	UHRF1 MBD2 ctr	Tn7 DDE FP	LEDGF integ inh	TDP2 inh	PG9 binder	SIAE primary	TCR-CD3 inh
CCOP(=O)(OCC)c1ccc2ccc3ccccc3c(=O)c2c1	5	2	-4	-2	-3	0	9	-1.3	3	-2
COc1ccccc1N1CCN(C(=O)CSc2ccc3c(C)cc(C)nc3n2)CC1	0	2	-9	-6	-6	2	15	-1.6	7	-7
CCC(C(=O)NCc1ccco1)N(C(=O)CNS(=O)(=O)c1ccccc1)c1ccccc1C (centres undefined)	-5	-2	-3	3	-2	-1	-2	-1.1	-1	-2
Cc1cc(NC(=O)/C(C#N)=C\c2ccc(-c3ccc(SC(F)F)cc3)o2)n(-c2ccccc2)n1	-16	8	6	1	-4	2	6	1.5	1	-6
Cc1ccc(S(=O)(=O)/N=C(/Nc2c(C)cccc2C)c2ccccc2)cc1	-7	-1	-2	1	-3	-1	-2	-1.6	4	6
Cc1ccc(N(CC(=O)NC(C)c2ccccc2)S(=O)(=O)c2c(C)noc2C)cc1 (centres undefined)	4	-2	-11	0	2	1	-11	0.9	3	-4
CS(=O)(=O)Nc1ccccc1NS(C)(=O)=O	nt	-4	3	1	-8	0	7	-3.2	12	3
COc1ccc(Cl)cc1-c1nc(SCC(=O)N(C)C)n[nH]1	-3	-3	1	-2	-2	5	3	-0.2	-2	6
CCn1c(C)nc2cc(C(=O)NNC(=S)Nc3ccc(F)cc3)ccc21	8	-4	-6	3	2	2	-7	0.1	2	-7
CCOC(=O)CC(=O)CSc1nc2c(cc1C#N)CCCCCC2	-8	2	4	-4	-3	2	5	-1.9	-5	0
COc1ccc(S(=O)(=O)N(C)C[C@H]2Oc3c(NC(=O)C4CCCCC4)cccc3C(=O)N([C@H](C)CO)C[C@@H]2C)cc1	-8	1	-16	4	5	-3	-17	2.8	0	4
CCOC(=O)c1cc2c(=O)n3ccccc3nc2n(CCCOC)c1=NC(=O)c1ccncc1	10	-1	-7	-3	4	2	13	2.1	7	6
C[C@@H]1CCCCO[C@@H](CN(C)Cc2ccc(C(=O)O)cc2)[C@@H](C)CN([C@H](C)CO)C(=O)c2cc(NS(C)(=O)=O)ccc2O1	nt	1	7	6	2	-3	3	1.3	1	-9
CC1=C(C)CC(C(=O)NC2CCCC2)C(C(=O)O)C1 (centres undefined)	1	5	-2	-1	-1	-1	2	-0.4	6	2
C[C@@H](NC(=O)c1nc[nH]c1C(=O)NCc1ccc(CNC(=O)OC(C)(C)C)cc1)c1ccccc1	-34	1	-54	3	5	1	-13	0.2	-6	-3
CCOc1cc(C(=O)OCC(=O)Nc2ccc(F)cc2Cl)ccc1OCC(=O)N1CCOCC1	-1	-3	-1	0	-12	4	6	2.2	-2	9
CCOC(=O)[C@]12CCCCC/C=C\1N(CCc1ccc(Cl)cc1)C(=O)[C@H]2CC(=O)NCCCN1CCCC1=O	nt	0	1	-2	10	-1	9	nt	-1	nt
O=C(O)CSc1nnc(CNc2ccc(Cl)cc2)n1Cc1ccccc1	4	1	-1	1	6	3	-2	1.6	9	1
O=C(OCCNC(=O)c1cc2ccccc2oc1=O)c1cccnc1	4	-4	2	0	-1	-1	4	3.1	-4	-1
O=C(Nc1ccccc1C(=O)O)c1ccc(Br)c(S(=O)(=O)NCc2ccccc2)c1	-38	4	-25	0	-4	4	10	-0.9	-16	2

2 successive records from above, for reference:
SMILES	HTRA1 inh	PRMT1 inh	mABHD4 FP	UHRF1 MBD2 ctr	Tn7 DDE FP	LEDGF integ inh	TDP2 inh	PG9 binder	SIAE primary	TCR-CD3 inh
O=C(OCCNC(=O)c1cc2ccccc2oc1=O)c1cccnc1	4	-4	2	0	-1	-1	4	3.1	-4	-1
O=C(Nc1ccccc1C(=O)O)c1ccc(Br)c(S(=O)(=O)NCc2ccccc2)c1	-38	4	-25	0	-4	4	10	-0.9	-16	2

Further compounds follow.
SMILES	HTRA1 inh	PRMT1 inh	mABHD4 FP	UHRF1 MBD2 ctr	Tn7 DDE FP	LEDGF integ inh	TDP2 inh	PG9 binder	SIAE primary	TCR-CD3 inh
COc1ccc(S(=O)(=O)N2CCOCC2)cc1NC(=O)CC1CC2CCC1C2 (centres undefined)	3	-4	2	2	4	0	-1	-0.2	3	9
COc1ccc(C2N=C(N)N=C(N)N2c2ccccc2OC)cc1OC (centres undefined)	-2	-3	-12	-3	0	5	7	0.8	-5	2
Cc1cccc(N2CC3=C(C2=O)C(c2ccccc2)NC(=O)N3C)c1 (centres undefined)	0	-1	-2	0	0	0	-6	-0.1	-5	-1
COc1cccc(NC(=O)c2cc([N+](=O)[O-])ccc2NCc2cccnc2)c1	-55	0	-21	-2	-7	-3	2	-0.7	4	-1
O=C(O)c1ccc(-c2nnc(-c3cccc(Br)c3)o2)cc1	-5	-3	-6	3	10	0	-3	-0.7	4	14
Cc1ccc(N(C(C)C(=O)Nc2c(C)n(C)n(-c3ccccc3)c2=O)S(C)(=O)=O)cc1C (centres undefined)	3	-2	1	1	3	1	2	-1.4	0	6
COc1ccc(NC(=O)CN(C)CC(=O)Nc2cccc(F)c2)cc1S(=O)(=O)N1CCCCC1	7	8	19	-1	-5	0	-4	-1.8	8	1
CCOc1ccccc1N(CC(=O)NC1CCCCC1)S(=O)(=O)c1ccccc1	-6	0	5	-1	-5	-1	9	0.5	9	-3
Cn1nc(NC(=O)C(F)(F)F)c2ncc(-c3ccccc3)nc21	5	-6	-11	-1	-7	4	-7	-1.3	0	4
Cc1cc(C)c(NC(=O)CSc2nc3[nH]ncc3c(=O)[nH]2)c(C)c1	2	2	-9	7	-7	3	-7	-1.8	4	-6
Cc1noc(/C=C/N(C)C)c1S(=O)(=O)N1CCCC(C(=O)N2CCCCC2)C1 (centres undefined)	-7	15	-9	8	3	6	-10	-2.2	-1	3
COc1cc(/C=C2\C(=N)N3N=C(S(C)(=O)=O)SC3=NC2=O)ccc1OCCOc1ccc(C)cc1	-4	8	-18	1	0	6	7	-0.1	-10	-5
Cc1ccc2c(c1)NC(=O)C(CC(=O)NCCCN1CCCC1)O2 (centres undefined)	0	-6	0	-1	0	3	1	1.6	-3	0
O=C(CN1C(=O)c2ccccc2C1=O)N1CCOCC1	5	-1	0	-2	-4	-1	12	-1.5	8	5
COc1ccc(NC(=O)COC(=O)[C@@H](NC(=O)c2c(F)cccc2F)C(C)C)cc1	-1	1	-6	3	3	-1	-6	-1.1	-4	6
CC(C)(O)C#Cc1ccc(CN2CCN(Cc3ccccc3)C(CCO)C2)s1 (centres undefined)	14	-10	2	-4	-2	5	-7	-1.3	-8	2
Cc1csc(SCC(=O)Nc2cccc(C)c2C)n1	-2	-1	0	1	2	-7	-3	-1.0	2	-2
O=C(O)c1ccc(N/N=C/c2cn(-c3ccccc3)nc2-c2cccs2)cc1	-11	0	35*	8	-1	4	10	-0.6	15	6
Cn1c(Nc2ccc(Cl)cc2F)nc2cc(-c3ccccc3)sc2c1=O	nt	-2	-13	0	-2	0	5	1.6	-24	7
COc1ccc(S(=O)(=O)Nc2ccc3c(c2)C(=O)N([C@H](C)CO)C[C@H](C)[C@@H](CN(C)S(=O)(=O)c2ccccc2)O3)cc1	-6	2	2	-1	6	-3	-7	-0.1	-2	-1
NC(=O)c1ccc(NC(=O)COC(=O)/C=C/c2ccc(Br)o2)cc1	-4	36*	7	53*	0	22*	-1	0.6	-2	11
O=C(COc1ccccc1)NCC(=O)N/N=C/c1cc(Br)ccc1OCc1ccccc1	-77	1	-63	-2	4	0	1	-4.0	-49	0
Cc1ccnc(NS(=O)(=O)c2ccc(NC(=O)c3ccc(S(=O)(=O)N4CCCC4)cc3)cc2)n1	8	-1	1	1	7	2	-2	-0.8	-2	-1
N#CCC[C@H]1CC[C@]2(CCCN(C(=O)C3CCCCC3)C2)O1	nt	-4	2	0	2	4	-4	nt	-1	nt
Cc1nc2ccccn2c1C(O)(c1ccccc1)c1ccccc1	nt	3	0	0	-4	0	2	nt	0	nt
CCOc1ccc2[nH]c3c(NCCc4ccc(OC)c(OC)c4)ncnc3c2c1	11	6	15	45*	7	-7	1	-1.0	19*	-10
COC(C(=O)Nc1ccnn1C1CCN(Cc2ccc(Cl)s2)CC1)c1ccccc1 (centres undefined)	-3	-6	-5	-4	0	0	2	-3.5	-3	-2
O=C(Cc1ccc(S(=O)(=O)N2CCOCC2)s1)Nc1ccccc1N1CCOCC1	2	1	0	-1	9	0	-5	1.8	9	-3
c1ccc2c(C[C@@H]3CNCCN3CCC34CC5CC(CC(C5)C3)C4)cccc2c1	-12	3	25	2	-2	-2	-1	1.0	2	6
O=C1[C@H]2CC3C=CC2(O3)[C@@H]2OCCCN12 (some centres undefined)	-5	-1	5	-1	-1	-4	-6	-1.8	-3	1
COc1ccc(Cl)cc1NC(=O)CCN1C(=O)C2C3CCC(C3)C2C1=O (centres undefined)	-7	1	6	-1	0	-1	13	0.2	2	-1
COc1ccc(-c2nnc(SCC(=O)NC(=O)NCc3ccccc3)o2)cc1	0	-3	4	-2	5	0	-5	8.0	0	3
CCOC(=O)c1[nH]c2ccc(OC)cc2c1NC(=O)CCN1CCSCC1	-5	0	0	1	7	-3	5	-2.4	-3	3
N#Cc1cc2c(nc1SCC1COc3ccccc3O1)CCC2 (centres undefined)	-20	1	-13	1	1	0	9	1.6	-5	8
O=C(CCN1C(=O)CSC1=O)Nc1ccccc1	5	-3	7	-1	0	-2	14	-0.6	2	2
O=C(c1ccco1)N1CCC(c2nc(-c3ccccc3Cl)no2)CC1	-2	1	3	0	-3	-4	5	0.7	-4	-3
CCCn1c(SCC(=O)Nc2cccnc2Cl)n[nH]c1=O	-1	-3	-2	14	4	1	6	-1.6	0	1
COc1ccc(C(C(=O)NC2CCCC2)N(C(=O)CNC(=O)c2ccco2)c2cccnc2)cc1 (centres undefined)	11	6	5	3	6	1	6	0.2	-2	-6
Cc1cccc(N2CC(C(=O)Nc3nnc(SCC(=O)Nc4cc(C)on4)s3)CC2=O)c1 (centres undefined)	-2	1	3	2	-1	4	2	-1.9	-52	7
